IL-2 act: activators of IL-2; IL-2 activation reporter assay, cell-based qHTS; stimulated with anti-CD3/CD4/CD28 beads; in transgenic mouse T cells; activation, % (series mostly up to about 46 µM); hit rate 0.065% among 360,000; AID 652025; in the data active = activation above about 50%; note: 0% is about no effect
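Quantitative HTS in unstimulated transgenic mouse T cells, with memory T cells as non-tolerant control and PMA/ionomycin as tolerance-bypass control. Compound pretreatment lasted 60 minutes before 18 h bead stimulation; EGFP/DsRed fluorescence read.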
EPAC2 ag: EPAC2 (human) agonism; Q8WZA2; EPAC2 activation, biochemical qHTS; response scale: 100% = 6.5 mM cAMP response; Potency, µM (series often up to 154 µM), inactives show at the top dose activation, actives largely listed as activators; hit rate 0.079% among 360,000; active = well fitted activation curve with a large enough effect; note: potency is the fitted concentration of half-maximal effect; nearly all actives have a fitted effect of over 50% in size
Target sequence (Q8WZA2 whole entry, looked up): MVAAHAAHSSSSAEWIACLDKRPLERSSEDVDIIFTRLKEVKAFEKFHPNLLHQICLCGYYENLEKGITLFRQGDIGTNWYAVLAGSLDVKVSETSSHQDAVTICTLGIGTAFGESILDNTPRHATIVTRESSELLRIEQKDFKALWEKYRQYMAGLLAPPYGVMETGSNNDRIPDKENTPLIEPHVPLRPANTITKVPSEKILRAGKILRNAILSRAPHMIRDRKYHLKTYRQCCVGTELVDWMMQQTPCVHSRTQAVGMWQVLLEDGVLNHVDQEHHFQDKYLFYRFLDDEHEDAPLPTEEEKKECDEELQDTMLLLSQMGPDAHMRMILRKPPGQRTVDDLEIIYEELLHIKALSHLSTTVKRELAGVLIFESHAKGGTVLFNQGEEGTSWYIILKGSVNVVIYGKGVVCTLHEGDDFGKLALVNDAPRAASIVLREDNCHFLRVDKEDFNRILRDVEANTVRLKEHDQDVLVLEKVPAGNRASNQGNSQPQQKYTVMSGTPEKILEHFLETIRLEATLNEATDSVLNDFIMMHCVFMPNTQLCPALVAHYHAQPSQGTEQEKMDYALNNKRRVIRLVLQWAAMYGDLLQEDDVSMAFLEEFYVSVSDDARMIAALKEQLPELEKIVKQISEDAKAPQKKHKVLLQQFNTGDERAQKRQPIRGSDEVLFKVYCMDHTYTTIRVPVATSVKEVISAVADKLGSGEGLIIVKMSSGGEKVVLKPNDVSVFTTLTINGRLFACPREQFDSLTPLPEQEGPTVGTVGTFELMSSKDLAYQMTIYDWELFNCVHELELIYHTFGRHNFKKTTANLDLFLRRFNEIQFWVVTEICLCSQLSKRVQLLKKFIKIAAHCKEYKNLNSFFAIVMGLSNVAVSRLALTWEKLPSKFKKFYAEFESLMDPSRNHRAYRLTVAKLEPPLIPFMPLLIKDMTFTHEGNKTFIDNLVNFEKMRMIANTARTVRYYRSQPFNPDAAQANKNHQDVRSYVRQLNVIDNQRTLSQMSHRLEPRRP
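qHTS, titration series. 100 nM EPAC2 / 250 nM Rap1B-BODIPY-GDP / 50 uM GDP; RT; ex 480/em 540 nm, 5-min reads to 30 min. Norm. to 6.5 mM cAMP = activation.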
An asterisk follows results filed as active; [ ] = remark or other dose. Not all compounds are listed; the hit share may differ from the screen's.

canonical_smiles,IL-2 act,EPAC2 ag
O=C1C=C(OCCF)CC(c2cccc(Cl)c2)O1 (stereo not drawn),0.2,5%
COC(=O)C[C@H]1CC[C@H](NC(=O)Nc2ccccc2)[C@@H](CO)O1,0.1,14%
COC(=O)C[C@H]1C=C[C@H](NC(=O)Nc2ccccc2)[C@@H](CO)O1,-0.7,5%
COc1cc(C(=O)C(=O)N2CCN(c3ccccc3)CC2)cc(OC)c1OC,0.1,7%
CCCCCCCCN1C(=O)[C@H](CC(=O)NCCCOCCCC)C[C@@]2(C(=O)OC)CC(C)(C)CC=C12,2.9,-17%
Nc1sc(-c2ccccc2)cc1C(=O)N1CCNCC1,-0.5,3%
Cc1ccc(S(=O)(=O)N2CC(CO)=CCC2c2ccccc2)cc1 (stereo not drawn),-0.7,6%
Cc1cccc(C)c1NC(=O)C(c1ccccc1)n1c(=O)c(-c2cc3ccccc3[nH]2)nc2ccccc21 (stereo not drawn),-0.6,9%
CCCCCNC(=O)C(C1CC1)n1c(=O)c(-c2cc3ccccc3[nH]2)nc2ccccc21 (stereo not drawn),0.3,3%
COCCCNC(=O)C[C@@H]1C[C@@]2(C(=O)OC)CCCCC=C2N(CCc2ccc(OC)c(OC)c2)C1=O,0.5,3%
CCOC(=O)C1=CCC(c2cc3ccccc3[nH]2)NC1 (stereo not drawn),-0.9,3%
O=C(C(=O)N(C1CCCCC1)C1CCCCC1)c1ccccc1,-1.0,8%
O=C(NCc1ccccc1)C(c1ccccc1F)n1c(=O)c(-c2ccco2)nc2ccccc21 (stereo not drawn),-0.4,-1%
CCCCCCCCN1C(=O)[C@H](CC(=O)NCc2cccc3ccccc23)C[C@@]2(C(=O)OCC)CCC=C12,-0.5,-4%
Cc1cccc(C)c1NC(=O)C(c1ccccc1)N1CCN(C)CC1 (stereo not drawn),-0.2,5%
COC(=O)[C@@]12C[C@@H](CC(=O)N3CCOCC3)C(=O)N(CCc3ccc(OC)c(OC)c3)C1=CCC(C)(C)C2,-0.4,1%
C=CCn1nc(C(=O)Nc2ccc(OC)cc2)cc1-c1sc(NC(=O)c2ccccc2)nc1C,-0.7,8%
COc1ccc(C(=O)C(=O)N2CCN(c3ccc(C)cc3)CC2)cc1OC,0.2,-1%
O=C(NC1CCCCC1)C(CCc1ccccc1)n1c(=O)c(-c2ccccc2)nc2ccccc21 (stereo not drawn),-0.5,-1%
CCCCCNC(=O)C(C1CC1)n1c(=O)c(-c2ccccc2)nc2ccccc21 (stereo not drawn),0.4,2%
O=C(C(=O)N1CCC(Cc2ccccc2)CC1)c1cccc(Br)c1,0.4,15%
COc1ccc(N2c3ccccc3CN(Cc3ccccc3)[C@@H](C)[C@H]2Cc2ccc(-c3ccccc3)cc2)cc1,-0.1,0%
Cc1cccc(C)c1NC(=O)C1(C)CSCC(=O)N1CCc1ccccc1 (stereo not drawn),0.1,4%
CCC(CC)C(C(=O)NCc1ccccc1)N(C)Cc1ccc(Cl)c(Cl)c1 (stereo not drawn),-0.3,5%
COC(=O)C1(C(=O)OC)C[C@H](/C=C/c2ccccc2)N(Cc2ccccc2OC)[C@@H]1c1cccc(Br)c1,-0.8,6%
CCCNC(=O)C[C@H]1CC[C@@H]2[C@H](COC[C@@H](O)CN2C(=O)c2ccccn2)O1,0.9,7%
Cc1ccc(S(=O)(=O)N[C@H](CO)C(C)C)cc1,-0.8,8%
O=C(C[C@H]1CC[C@H](NC(=O)C2CCOCC2)[C@@H](CO)O1)NCc1ccncc1,1.9,0%
O=C(NC1CCCCC1)C(c1cccc2ccccc12)n1c(=O)c(-c2ccco2)nc2ccccc21 (stereo not drawn),-0.3,-2%
O=C(N[C@H]1CC[C@H](CCNC(=O)C2CC2)O[C@@H]1CO)c1ccccn1,1.9,10%
CC(C)(C)OC(=O)Nc1ccccc1-n1nnnc1C(C(=O)c1ccccc1)N1CCN(c2ccccn2)CC1 (stereo not drawn),2.2,12%
O=C(C[C@@H]1CC[C@@H]2[C@H](COC[C@@H](O)CN2Cc2cc(F)ccc2F)O1)NCc1ccc(F)cc1,-0.7,4%
O=C(NC1CCCCC1)C(c1cc2ccccc2o1)n1c(=O)c(-c2ccco2)nc2ccccc21 (stereo not drawn),0.7,-9%
CC(C)(C)N1C(=O)c2ccccc2NC(=O)C1C(=O)Nc1ccc2c(c1)OCCO2 (stereo not drawn),-0.3,5%
Cc1cccc(C)c1NC(=O)C(c1ccncc1)n1c(=O)c(-c2cc3ccccc3[nH]2)nc2ccccc21 (stereo not drawn),-0.7,10%
Cc1cccc(C)c1NC(=O)C1(C)CSCC(=O)N1Cc1cccc(F)c1 (stereo not drawn),0.1,2%
COc1cccc(C(=O)Nc2ccc3c(c2)OC[C@H](C)N(CCc2ccccc2)C[C@@H](C)[C@@H](OC)CN(C)C3=O)c1,-0.5,7%
COC(=O)C[C@@H]1OC[C@H](Cc2ccccc2)N1S(=O)(=O)c1ccc(C)cc1,-0.1,12%
CO[C@@H]1CN(C)C(=O)c2cc(NC(=O)NC3CCCCC3)ccc2OC[C@@H](C)N(CC2CCOCC2)C[C@@H]1C,0.3,5%
CC(=O)C[C@@H]1OC[C@H](C(C)C)N1S(=O)(=O)c1ccc(C)cc1,0.0,-2%
CCCCNC(=O)C[C@@H]1C[C@@]2(C(=O)OCC)CCCC=C2N(Cc2ccccc2)C1=O,1.4,0%
CCCCNC(=O)C(NC(=O)c1ccc(-c2ccccc2)cc1)C(=O)c1ccccc1 (stereo not drawn),-0.9,2%
COc1ccc(C(C(=O)NC2CCCCC2)n2c(=O)c(-c3ccco3)nc3ccccc32)cc1 (stereo not drawn),0.8,7%
Cc1ccc(S(=O)(=O)N2C3CCCCC3O[C@H]2CC(=O)c2cccs2)cc1 (stereo partly drawn),-0.6,4%
Nc1sccc1C(=O)NC1CC1,3.1,8%
CCC(C(=O)NCc1ccccc1)n1c(C2CCN(C(C)=O)CC2)nc2ccccc21 (stereo not drawn),-0.4,5%
COC(=O)[C@@]12C[C@@H](CC(=O)N3CCSCC3)C(=O)N(Cc3ccco3)C1=CCC(C)(C)C2,0.1,12%
CCC(=O)Nc1ccc2c(c1)OC[C@@H](C)N(C(=O)c1ccccn1)C[C@@H](C)[C@@H](OC)CN(C)C2=O,-0.2,-1%
O=C(NC1CCCCC1)C(C1CC1)n1c(=O)c(-c2ccco2)nc2ccccc21 (stereo not drawn),0.7,-9%
O=C(C(=O)N1CCN(C(=O)c2ccco2)CC1)c1cc2ccccc2o1,0.5,7%

(further entries)
canonical_smiles,IL-2 act,EPAC2 ag
Cc1cccc(C)c1NC(=O)C(c1ccncc1)N1CCN(C)CC1 (stereo not drawn),1.8,1%
CC(C)(C)OC(=O)C(Oc1ccccc1[N+](=O)[O-])C(=O)OC(C)(C)C,0.0,-5%
CC(C)(C)NC(=O)C(c1ccncc1)n1c(-c2ccc(C(F)(F)F)cc2)nc2ccccc21 (stereo not drawn),-0.6,4%
CC(C)[C@H](NC(=O)OC(C)(C)C)c1cc(C(=O)N[C@@H](C)c2ccccc2)c(N)s1,1.1,-12%
Cc1ccc(S(=O)(=O)Nc2ccccc2[N+](=O)[O-])cc1,1.1,2%
CC(C)NC(=O)C1(C)CSCC(=O)N1C1CCN(Cc2ccccc2)CC1 (stereo not drawn),2.5,6%
O=C(Nc1ccc(F)cc1)C(c1cccc(F)c1)N1CCN(CC(=O)N2CCCC2)CC1 (stereo not drawn),-0.7,10%
CC(C)OC(=O)/C=C1\C[C@@H](c2ccccc2C(F)(F)F)O[C@@H](c2ccccc2C(F)(F)F)O1,-0.5,5%
COC(=O)[C@]12CCCCC=C1N(Cc1ccc3c(c1)OCO3)C(=O)[C@H](CC(=O)N1CCC(c3ccccc3)CC1)C2,-1.1,2%
Cc1cccc(C)c1NC(=O)C(c1ccc(C#N)cc1)n1c(=O)c(-c2ccccc2)nc2ccccc21 (stereo not drawn),-0.6,27%
CCOc1ccccc1CN1[C@@H](c2ccc(OC)cc2)CC(C(=O)OC)(C(=O)OC)[C@H]1c1ccccc1,-0.3,13%
COC(=O)C1=CN(c2ccc(N3CCOCC3)cc2)C(N)=C(C#N)C1c1ccccc1 (stereo not drawn),-1.0,9%
COc1ccc(CCN2C(=O)CSCC2(C)C(=O)Nc2ccc3c(c2)OCCO3)cc1OC (stereo not drawn),1.7,5%
Cc1ccc(S(=O)(=O)/C=C2\OCc3ccccc32)cc1,0.3,-4%
COC(=O)[C@]12CCCCC=C1N(CCc1ccc(OC)c(OC)c1)C(=O)[C@H](CC(=O)NCc1ccc(C)o1)C2,-0.1,2%
CCCc1nc2ccccc2n1C(CC)C(=O)NC(C)(C)C (stereo not drawn),-0.9,-1%
CCOC(=O)CC1(C)Oc2ccccc2N1S(=O)(=O)c1ccc(C)cc1 (stereo not drawn),-0.9,6%
O=C(NC1CCCCC1)C(c1ccncc1)n1c(=O)c(-c2cc3ccccc3[nH]2)nc2ccccc21 (stereo not drawn),-0.8,11%
CCc1ccc(N2C=C(C(=O)OC)C(c3ccccc3F)C(C#N)=C2N)cc1 (stereo not drawn),-0.3,14%
Cc1cccc(C)c1NC(=O)C1(C)CSCC(=O)N1Cc1ccco1 (stereo not drawn),-0.8,12%
COc1ccc(CN2C(=O)C(CC(=O)NCCCCc3ccccc3)CC(C(=O)N3CCCCCC3)=C2C)cc1 (stereo not drawn),-0.5,-2%
CCOC(=O)C[C@@H]1OC[C@H](CO)N1S(=O)(=O)c1ccc(C)cc1,0.9,1%
COc1ccc(C2=Nc3ccccc3N(C(=O)c3cccnc3)C2C(=O)NC2CCCC2)cc1 (stereo not drawn),0.1,9%
CCOC(=O)N1CCN(C(=O)C[C@@H]2C[C@@]3(C(=O)OCC)CCCC=C3N(CCC3=CCCCC3)C2=O)CC1,-0.4,9%
C#CCNC(=O)C[C@@H]1C[C@@]2(C(=O)OCC)CCCC=C2N(Cc2ccccc2)C1=O,-0.4,16%
CCC(c1nc2ccccc2[nH]1)n1c(-c2cnccn2)nc2ccccc21 (stereo not drawn),-0.1,-1%
CO[C@@H]1CN(C)C(=O)c2cc(NC(=O)Nc3ccc4c(c3)OCO4)ccc2OC[C@@H](C)N(C)C[C@H]1C,-0.5,2%
Cc1ccc(Cc2c(-c3ccc(Cl)cc3)nc3c4ccccc4ccn23)cc1,-0.4,3%[76.9 µM]
CCCCN1C(=O)C(CC(=O)NCCc2ccccn2)CC(C(=O)N2CCCCCC2)=C1C (stereo not drawn),0.2,8%

Structures from the list above that have a halogen (twelve):
canonical_smiles,IL-2 act,EPAC2 ag
O=C1C=C(OCCF)CC(c2cccc(Cl)c2)O1 (stereo not drawn),0.2,5%
O=C(NCc1ccccc1)C(c1ccccc1F)n1c(=O)c(-c2ccco2)nc2ccccc21 (stereo not drawn),-0.4,-1%
O=C(C(=O)N1CCC(Cc2ccccc2)CC1)c1cccc(Br)c1,0.4,15%
CCC(CC)C(C(=O)NCc1ccccc1)N(C)Cc1ccc(Cl)c(Cl)c1 (stereo not drawn),-0.3,5%
COC(=O)C1(C(=O)OC)C[C@H](/C=C/c2ccccc2)N(Cc2ccccc2OC)[C@@H]1c1cccc(Br)c1,-0.8,6%
O=C(C[C@@H]1CC[C@@H]2[C@H](COC[C@@H](O)CN2Cc2cc(F)ccc2F)O1)NCc1ccc(F)cc1,-0.7,4%
Cc1cccc(C)c1NC(=O)C1(C)CSCC(=O)N1Cc1cccc(F)c1 (stereo not drawn),0.1,2%
CC(C)(C)NC(=O)C(c1ccncc1)n1c(-c2ccc(C(F)(F)F)cc2)nc2ccccc21 (stereo not drawn),-0.6,4%
O=C(Nc1ccc(F)cc1)C(c1cccc(F)c1)N1CCN(CC(=O)N2CCCC2)CC1 (stereo not drawn),-0.7,10%
CC(C)OC(=O)/C=C1\C[C@@H](c2ccccc2C(F)(F)F)O[C@@H](c2ccccc2C(F)(F)F)O1,-0.5,5%
CCc1ccc(N2C=C(C(=O)OC)C(c3ccccc3F)C(C#N)=C2N)cc1 (stereo not drawn),-0.3,14%
Cc1ccc(Cc2c(-c3ccc(Cl)cc3)nc3c4ccccc4ccn23)cc1,-0.4,3%[76.9 µM]

Assay outcomes: PubChem, National Center for Advancing Translational Sciences (NCATS)
